HSF1 inhib – HSF1 inhibition | AID 2098 | activity change, negative = inhibition, % at 7.5 µM (by protocol) | NIH3T3-HGL HSE-luciferase, MG132-induced, luminescence 8 h; stronger effect = lower value | 300,000 tested, 0.77% active;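 active = more than half of replicate wells show activity change below -50%, luminescence cut by over half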;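 also: luciferase reports HSF-1 transcriptional activity via heat shock element; 0% = median of DMSO wells and -100% = zero luminescence signal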
IEC-6 cytotox – IEC-6 cytotoxicity, counter-screen for KLF5 inhibitors. AID 1825. inhibition, % at 5 µM. luminescence viability. 290,000 tested, 0.78% active; in the data active = inhibition above about 22%;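 also: 0% = plate median of test compound wells and 100% = cytotoxic reference compound wells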
HSP90 inh – inhibitors of HSP90 luciferase refolding in rabbit reticulocyte lysate. luciferase refolding luminescence, 3 h. inhibition, % at 5.6 µM. 290,000 tested, 0.91% active;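 active = inhibition above the screen-wide mean plus 3 SD, computed separately per campaign, cut at about 16% in these data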;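 also: 0% = DMSO wells and 100% = 60 µM geldanamycin wells; inhibitors lower the luminescence because luciferase stays unfolded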
HSF1 activator – increases HSF-1 driven luciferase reporter signal. activation, % at 9 µM. NIH3T3-HGL HSF-1 luciferase reporter, MG132, 8 h; 100% = twice DMSO control signal. AID 504408. 300,000 tested, 1.7% active;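 active = mean replicate activation of at least 50% with a set share of replicates each reaching 50%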;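 also: 0% = median of the neutral control wells and 100% = twice that signal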
GSK3 alpha inh – human GSK-3 alpha kinase inhibition. P49840. ADP-Glo luminescence, 60 min. inhibition, % at 10 µM. 320,000 tested, 0.1% active;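 in the data active = inhibition above about 50%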;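 also: GST-tagged GSK-3 alpha with peptide substrate and 25 µM ATP; 0% = DMSO neutral wells and 100% = GW8510 positive control wells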
Target sequence (P49840 whole entry, looked up): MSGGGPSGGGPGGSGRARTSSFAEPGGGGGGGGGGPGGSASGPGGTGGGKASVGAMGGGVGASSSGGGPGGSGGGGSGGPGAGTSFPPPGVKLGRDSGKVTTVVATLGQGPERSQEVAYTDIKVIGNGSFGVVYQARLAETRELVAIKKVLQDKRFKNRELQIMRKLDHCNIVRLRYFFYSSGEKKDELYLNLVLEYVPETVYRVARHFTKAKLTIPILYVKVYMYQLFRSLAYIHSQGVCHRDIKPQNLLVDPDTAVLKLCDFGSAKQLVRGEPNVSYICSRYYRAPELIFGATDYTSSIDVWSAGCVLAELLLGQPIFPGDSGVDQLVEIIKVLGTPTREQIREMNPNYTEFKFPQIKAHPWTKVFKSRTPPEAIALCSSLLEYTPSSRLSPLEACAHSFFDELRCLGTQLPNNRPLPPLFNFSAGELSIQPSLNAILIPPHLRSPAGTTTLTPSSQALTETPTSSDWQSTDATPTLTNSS
PolyA inhibitor – inhibitors of polyadenylation in S. cerevisiae | S. cerevisiae SKY197-pL101 polyadenylation reporter, beta-gal luminescence; efflux-impaired pdr1/pdr3 knockout yeast; score 100 = 6 SD above DMSO | calls only at 12 µM | 300,000 tested, 0.02% active | AID 1875;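 active = lowest replicate activity score at least 50, where 100 means six control SD above control mean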;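 also: yeast exposed to compound for 9 h at 30 °C; higher score means more reporter readthrough which indicates perturbed polyadenylation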
aSyn UTR inh – MLPCN primary screen, SNCA 5' untranslated region. alpha-synuclein 5'UTR reporter, inhibitor activity. inhibition, % (tested at 7.5 µM). 300,000 tested, 0.82% active. AID 1813; in the data active = inhibition above about 60%;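 also: H4 neuroglioblastoma cells stably carrying SNCA 5'UTR luciferase fusion; 0% = DMSO wells and 100% = positive control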
AI-2 QS mod – modulators of Vibrio harveyi AI-2 quorum sensing system; Vibrio harveyi JMH597 AI-2 luminescence/OD600 ratio, 9 h; stronger effect = lower value; strain lacks LuxN and CqsS sensors; 0 = neutral-control median; activity change, % at 7.5 µM; 300,000 tested, 0.4% active; in the data active = activity change below about -75%, passing the limit was not always enough;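 also: luminescence divided by OD600 gain over 9 h not by final OD600 alone; inactives centre near 13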
GSK3beta inhib – human GSK3beta kinase inhibition. P49841. GST-GSK3beta kinase, ADP-Glo luminescence, 60 min; stronger effect = lower value. activity score (negative = inhibition), % at 10 µM. 300,000 tested, 0.038% active. AID 2097;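 active = more than half of replicate wells score below -50%, meaning over 50% inhibition versus plate controls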;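 also: 0% = median DMSO wells and -100% = median GW8510 positive control wells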
Target sequence (P49841 whole entry, looked up): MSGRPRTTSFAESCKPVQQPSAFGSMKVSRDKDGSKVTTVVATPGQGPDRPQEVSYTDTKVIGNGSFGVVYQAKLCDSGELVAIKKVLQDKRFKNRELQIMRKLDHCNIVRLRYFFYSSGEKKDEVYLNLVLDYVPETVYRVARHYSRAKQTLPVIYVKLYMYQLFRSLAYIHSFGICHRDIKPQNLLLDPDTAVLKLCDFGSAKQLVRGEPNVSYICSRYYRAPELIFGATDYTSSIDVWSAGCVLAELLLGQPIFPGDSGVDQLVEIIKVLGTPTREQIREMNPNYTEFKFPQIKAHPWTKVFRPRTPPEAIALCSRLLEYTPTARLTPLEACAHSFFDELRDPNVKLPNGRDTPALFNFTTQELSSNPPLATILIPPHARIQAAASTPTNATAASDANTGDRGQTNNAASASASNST
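Test system – GST-tagged human GSK3beta kinase, cell-free · Incubation – 60 min enzyme reaction, room temperature · Signal – ADP-Glo luminescence · Also added – peptide substrate and ATP at 25 µM · Controls – DMSO neutral wells and GW8510 at 20 µM as positive · Buffer or medium – Tris/MgCl2 kinase buffer · Measure – Luminescence-derived activity versus plate DMSO and GW8510 wells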
KLF5 inh – kruppel-like factor 5 inhibition; DLD-1 KLF5 promoter-luciferase reporter, luminescence; inhibition, % at 5 µM; 290,000 tested, 0.23% active; AID 1700;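 active = inhibition above a per-plate limit of that plate's mean compound inhibition plus 3 SD, cut at about 60% in these data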;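 also: 0% = DMSO wells and 100% = LY294002 at 200 µM; higher means less KLF5 promoter-driven luciferase light; inactives centre near -14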
* = called active by the depositor; i = inactive; · = not tested or not shown; & = joins results of further samples. Not all compounds are listed, so the mix of outcomes need not match the whole.

SMILES,HSF1 inhib,IEC-6 cytotox,HSP90 inh,HSF1 activator,GSK3 alpha inh,PolyA inhibitor,aSyn UTR inh,AI-2 QS mod,GSK3beta inhib,KLF5 inh
COc1cccc(C2=NOC(C(=O)NCCCn3ccnc3)C2)c1 (stereo unspecified),-2,0,2,-8,-2,i,18,33,2,-5
O=C(Nc1ccccc1Oc1ccccc1)C1CC1,3,-7,6,2,0,i,22,7,1,-28
CNS(=O)(=O)c1cccc(C(=O)OC2CCCCC2=O)c1 (stereo unspecified),-5,-1,2,-4,-4,i,-12,60,-5,23
Cn1c(COc2ccc(C(=O)O)cc2)nc2ccccc21,-7,5,-4,3,1,i,-3,17,3,-17
CC(=O)c1cccc(Nc2ncnc3ccc(Br)cc23)c1,-13,6,2,-16,-1,i,22,3,-5,-17
CC(C)c1nc(SCc2ccccn2)c2c(=O)n(C)c(=O)n(C)c2n1,-3,2,-1,8,1,i,23,15,2,-70
Cc1ccc2[nH]c3c(c2c1)CCN1C(=O)OC(C)(C)C31C (stereo unspecified),0,2,-4,35,0,i,-22,-19,0,-13
Cc1cccn2c(=O)c3cc(C(=O)NC4CCCC4)c(=N)n(CCCN4CCOCC4)c3nc12,-4,-1,1,9,1,i,-10,4,2,-8
COc1ccccc1NC(=O)c1c(NC(=O)c2ccco2)sc2c1CCC2,-6,1,0,-8,-1,i,35,27,-2,-19
CCCCC(NC(=O)c1cccc(Br)c1)C(=O)O (stereo unspecified),-2,1,1,1,1,i,-10,17,0,-13
Cc1cccc(NCN2C(=O)c3ccccc3C2=O)c1,-6,1,3,-3,4,i,-30,2,-1,-18
COc1ccccc1OCC(=O)N1CCCC(Nc2ccc(F)c(F)c2)C1 (stereo unspecified),-3,-3,-6,-6,-4,i,-28,15,0,-21
CCCCNC(=O)CCn1c(=O)c2ccccc2n(CC(=O)NCCc2ccc(OC)c(OC)c2)c1=O,-3,1,-12,-2,0,i,5,3,-2,-39
O=C1COc2ccc(C(=O)NCc3ccco3)cc2N1,-3,-9,-1,13,-3,i,6,25,-5,-21
Cc1ccc(-c2cn(-c3ccccc3)c(SCC(=O)NC3CCS(=O)(=O)C3)n2)cc1C (stereo unspecified),-15,-3,0,-31,1,i,-143,8,0,-134
CC(=O)N1c2ccc(S(=O)(=O)NCCC(=O)N(C)C3CCCCC3)cc2CC1C (stereo unspecified),2,-4,-5,4,-1,i,1,11,0,-1
COc1cccc(C2/C(=C(\O)c3ccc4c(c3)OCCO4)C(=O)C(=O)N2CCN(C)C)c1 (stereo unspecified),·,-2,1,·,-2,·,·,·,·,-29
Cc1ccccc1NS(=O)(=O)c1ccc2c(c1)NC(=O)CCS2,0,-4,-7,-7,1,i,-1,21,1,-18
C=CCNC(=O)c1cc(=O)c2ccccc2o1,-3,2,-2,-9,-3,i,-15,26,2,-17
CCSc1nc2sc3c(c2c2[n+]1CC(CBr)O2)CCCC3 (stereo unspecified),-1,-1,14,17,1,i,-19,37,-3,-20
O=C(NNc1ccccc1[N+](=O)[O-])Nc1cccc(Cl)c1,-2,12,-1,4,-1,·,3,3,0,-19
CC(C)(C)c1ccc(S(=O)(=O)NNC(=O)C2CCN(Cc3cccc(F)c3)CC2)cc1,-26,-5,-1,-38,3,i,12,11,-1,-14
Cc1sc2ncnc(N3CCN(C(=O)c4ccco4)CC3)c2c1C,2,7,4,-11,9,·,-5,26,0,1
O=C(O)CC(c1ccccc1)c1ccccc1,-2,7,3,0,-1,i,6,19,6,4
Cc1nn(C)cc1/C=N/NC(=O)C1(O)c2ccccc2-c2ccccc21,-2,-14,3,16,0,i,8,16,0,-9

(continued)
SMILES,HSF1 inhib,IEC-6 cytotox,HSP90 inh,HSF1 activator,GSK3 alpha inh,PolyA inhibitor,aSyn UTR inh,AI-2 QS mod,GSK3beta inhib,KLF5 inh
CC(=O)Nc1cccc(C(=O)OCC(=O)NC(=O)Cc2ccccc2)c1,4,·,·,-12,0,i,-3,25,5,·
CCC(C)(C(=O)NC1CCCCC1)N(Cc1cccs1)C(=O)Cc1cccs1 (stereo unspecified),-2,1,4,7,-1,i,-4,8,1,-24
CCOC(=O)CNC(=O)CSc1cc(C)nc2ccc(OC)cc12,4,4,4,15,-1,i,-5,18,2,-6
Cc1ccc2[nH]c(=O)c(C3=NN(C(=O)CCC(=O)O)C(c4cccs4)C3)c(-c3ccccc3)c2c1 (stereo unspecified),0,6,-5,12,-1,i,3,11,2,-19
O=C(CSc1nnc(NC(=O)C2CC2)s1)Nc1ccccc1C(F)(F)F,1,-2,4,2,-1,i,2,1,-3,-26
CCn1c2ccccc2c2cc(NC(=O)C3CCN(S(=O)(=O)c4cccs4)CC3)ccc21,9,·,·,3,1,i,39,12,0,·
CCc1cc(=O)oc2c(C)c(OCC(=O)N3CCC[C@@H]3C(=O)O)ccc12,-1,-1,6,4,-1,i,13,-9,-1,-17
COc1cc(/C=N/n2c(-c3ccccc3)n[nH]c2=S)cc(OC)c1O,-9,-4,-1,-10,-1,i,-1,62,1,-19
COc1ccc2[nH]c(=O)c(CN(Cc3nnnn3Cc3ccc(F)cc3)CC3CCCO3)cc2c1 (stereo unspecified),5,-2,-2,-4,14,·,-7,31,2,-19
O=C(CN1C(=O)NC2(CCOc3ccccc32)C1=O)Nc1ccc(F)c(F)c1F (stereo unspecified),7,6,1,2,0,i,1,-79*,2,-33
O=C(O)C1Nc2ccc(OC(F)(F)F)cc2C2C=CCC12 (stereo unspecified),2,·,·,7,-1,i,6,23,-1,·
Cc1cccc(NC(=O)N2C3CCCC2CC(NC(=O)C2CC2)C3)c1 (stereo unspecified),0,-5,0,10,0,i,11,6,1,25
CC(Oc1ccc(Br)cc1)C(=O)Nc1ccc(S(=O)(=O)Nc2nccs2)cc1 (stereo unspecified),6,-7,-2,0,-4,i,3,39,0,-55
CCc1nc(N)c(C#N)c(-c2ccccc2OC)c1C,-1,-2,1,-4,-3,i,4,13,3,-15
O=C(OC1CCOC1=O)c1cccc(S(=O)(=O)N2CCc3ccccc3C2)c1 (stereo unspecified),-5,-1,2,-6,-1,i,6,13,2,-17
C=CCC(C)(NCc1ccccc1)c1ccc(C)cc1 (stereo unspecified),0,-1,3,-5,-1,i,11,12,-1,-9
CC(=O)Oc1ccc2ccccc2c1C(NC(=O)C(C)C)c1cccc([N+](=O)[O-])c1 (stereo unspecified),9,-10,-3,14,3,i,-4,21,1,-71
CSC1=C(C#N)C(c2ccccc2Cl)C2=C(N1)c1ccccc1C2=O (stereo unspecified),3,-1,-2,27,0,i,7,5,-3,10
Cc1ccc(NC(=O)Cn2nc(C(=O)O)c3ccccc3c2=O)c([N+](=O)[O-])c1,0,7,1,2,-1,i,14,5,2,8
O=C(CSc1ccc(C(F)(F)F)cc1[N+](=O)[O-])Nc1ccc2ccccc2c1,-33,0,5,-36,-1,i,-3,17,0,1
COc1ccc(-c2cc(C(=O)Nc3c(C)n(C)n(-c4ccccc4)c3=O)no2)cc1,0,0,-3,-11,-1,i,7,15,2,-7
O=C(O)CC/C(=N/NC(=O)CNC(=O)Cc1ccc(Cl)cc1)c1ccccc1,0,-3,3,-18,-3,i,-6,13,-1,-9
COc1cc(-c2[nH]ncc2CN2CCc3sccc3C2)cc(OC)c1OC,·,0,3,·,6,i,5,18,-2,-15
CC(=O)c1c(-c2ccccc2)[nH]c2ccccc12,-3,12,-2,-4,0,i,-51,50,-3,14
c1ccc(-c2c(-c3ccccc3)n(Cc3ccco3)c3ncnc(NCCCn4ccnc4)c23)cc1,7,2,11,4,3,i,21,9,1,-20

Other compounds follow.
SMILES,HSF1 inhib,IEC-6 cytotox,HSP90 inh,HSF1 activator,GSK3 alpha inh,PolyA inhibitor,aSyn UTR inh,AI-2 QS mod,GSK3beta inhib,KLF5 inh
CC1(NC(=S)Nc2ccccc2)CCS(=O)(=O)C1 (stereo unspecified),-4,0,-3,-4,-2,i,-10,14,0,-22
CC[n+]1c(/C=C2\C=C(C)CC(C)C2)sc2ccccc21 (stereo unspecified),6,-1,-1,28,1,i,-11,14,4,-19
O=C(O)CSc1nnc(-c2cccs2)n1-c1ccc(Cl)cc1,-14,-4,-5,-9,-5,i,10,7,2,-25
S=c1[nH]c2cc3ccccc3cc2[nH]1,3,2&-4,-1&2,-3,-3,i,46,28,1,-20&-15
Fc1cccc(NCCc2c[nH]c3ccccc23)n1,22,-2,-3,14,2,i,-101,2,2,-28
CCCN(CCC)C(=O)c1c(NC(=O)CC)sc2c1CCCCC2,-8,0,-4,1,0,i,1,16,3,-11
Cc1c(Cc2ccccc2)c(=O)oc2cc(OC(C)C(=O)NCC3CCC(C(=O)O)CC3)c(Cl)cc12 (stereo unspecified),-7,-1,-3,0,-3,i,13,13,0,-18
Cc1ccn(C(=O)c2cc3cc(Cl)ccc3oc2=O)n1,-1,-3,3,-8,-6,i,-1,27,0,-26
CCO[C@@H]1OC(C(=O)NCc2ccccc2)=C[C@H](c2csc3ccccc23)[C@H]1CCCO,7,8,1,10,-2,i,10,7,2,-8
CC(=O)c1cccc(CN2CCCCC2C(=O)Nc2ccc(Oc3ccccc3)nc2)c1 (stereo unspecified),1,-8,-5,4,-3,i,-15,17,-1,-10
COc1ccc(-n2cnnc2SCC(=O)Nc2cc(C)on2)cc1,-5,4,-1,-5,-1,i,-4,21,1,-31
COc1ccc(Oc2cn[nH]c2-c2ccc(O)cc2O)cc1,·,4,-3,·,9,i,-3,-90*,-5,-32
CC(C)CCNc1nc(N)c([N+](=O)[O-])c(NC2CCCCC2)n1,-5,3,-3,-9,0,i,35,24,0,6
CCN1CCN(c2nc(-c3ccncc3)nc3ccccc23)CC1,2,-4,-1,-8,7,i,-13,16,-7,-14
N#CC1(NC(=O)COC(=O)c2nccnc2N)CCCCC1,-2,·,·,0,4,i,0,4,-7,·
Cc1cc(-c2ccccc2)c(C#N)c(=S)[nH]1,-3,0,-5,8,-2,i,5,12,4,-18
COc1cc(NS(=O)(=O)c2ccc(NC(=O)C34CC5CC(CC(C5)C3)C4)cc2)ncn1,-14,4,5,-12,·,i,0,4,-3,-5
C=CCCC(=O)Nc1nc(C)c(-c2csc(Nc3ccc(Cl)cc3Cl)n2)s1,-2,5,3,3,0,i,29,13,2,-38
CN(C)CCCOc1nc2c(c(=O)n(C)c(=O)n2C)n1C,-4,2,6,-7,-4,i,0,22,-1,-18
